AMA1-RON2 inh – disrupts binding of P. falciparum AMA1 to RON2; 360,000 tested, 0.2% active; AlphaScreen AMA1-biotinylated RON2 peptide binding; Potency, µM (doses to about 58.2 µM), for inactives: top-dose activity change, negative = inhibition, most hits filed as inhibitors; active = well fitted inhibition curve with a large enough effect; inconclusive = small, poorly fitted or top-dose-only effect; inactive = no such curve, though single readings can be large or run the other way;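 note: potency is the fitted concentration of half-maximal effect; 0% = vehicle wells and -100% = peptide control; nearly all actives have a fitted effect of over 45% in size; some results filed as inactive show a strong effect at the top dose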
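AMA1 (3D7) with his tag at 25 nM final met compounds first, then biotinylated RON2 peptide at 25 nM; detection used donor plus acceptor beads, 10 µg/mL apiece, read by AlphaScreen after 30 min at room temperature.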
HCMV inh – blocks human cytomegalovirus replication; HFF cells, HCMV-luciferase reporter, 72 h; active compounds read low; activity change, negative = inhibition, % at 57.5 µM; 410,000 tested, 4.5% active; in the data active = activity change below about -60%; inconclusive = no clear call, values can overlap the other calls; inactive = above about -39%
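After 16 h attachment at 37C, HFF cells received test compound and HCMV-luciferase (1 PFU/cell); reporter luminescence read 72 h later, data normalized against buffer-only and known inhibitor Salinomycin.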
The depositor's hits bear a star; ? = inconclusive; [ ] = dose if it differs, or a comment. Unless noted, % is set by controls: 0 for no effect and ±100 for the full control effect. The list is partial; rates above refer to the full screens.

SMILES | AMA1-RON2 inh | HCMV inh
COc1cccc(C(C(=O)NCc2ccccc2)N2CCN(c3ccccc3F)CC2)c1OC (stereo not given) | -12% | 0
Cc1cc2oc3ccc(NCCCn4ccnc4)cc3c(=O)c2cc1C | -23% | 27
CN(C)CCN(C(=O)C1CCCCC1)c1nc2cc3c(cc2s1)OCCO3 | -9% | -9
Cc1ccc(S(=O)(=O)N(C)C[C@H]2OCc3cnnn3CCCC(=O)N([C@@H](C)CO)C[C@H]2C)cc1 | 23% | -1
C=C1C(=O)C2=CC1CCC(=O)C1(C)CCC(OC(C)=O)C(C)(C)C1CC2O (stereo not given) | 12% | -99*
Brc1ccc2nc(C3CCCCC3)c(Cc3ccsc3)n2c1 | -16% | -27
CCOC(=O)[C@]12CCCC=C1N(Cc1ccccc1)C(=O)[C@H](CC(=O)NCc1ccccc1)C2 | 11% | ?
CC1(Cc2cccc(C#N)c2)C(=O)Nc2c(Cl)cccc21 (stereo not given) | -3% | -7
COc1cc(OC)c2c3c(c(C4CCCCC4)nc2c1)CCC3 | 10% | 10
O=C(OCCOc1ccccc1)c1cc(S(=O)(=O)N2CCOCC2)c(Cl)cc1Cl | -4% | -63*
NS(=O)(=O)c1cnccc1Nc1cccc(F)c1 | -7% | 29
c1csc(-c2nn3c(C4CCCCC4)nnc3s2)c1 | -2% | 0
O=C(Nc1cccc(C(F)(F)F)c1)c1csc([C@@H]2O[C@H](CO)[C@H](O)[C@H](O)[C@H]2O)n1 | 4% | -2
Cc1cc(C)c(C)c(S(=O)(=O)Nc2cccnc2)c1C | -9% | -19
CCOC(=O)C1(C(=O)OCC)COC(=O)C1CN1Cc2cc3ccccc3nc2C1 (stereo not given) | 20% | 142
COc1ccc(S(=O)(=O)N2CCOCC2)cc1C(=O)Nc1cccc(C(=O)NC2CC2)c1 | -8% | 31
NS(=O)(=O)c1ccc(CCNC(=O)C2CCCN2C(=O)c2cccs2)cc1 (stereo not given) | 6% | -10
CCCS(=O)(=O)NC(=O)C1(C)CCCN(C(=O)c2ccnc(Cl)c2)C1 (stereo not given) | -4% | 11
COc1ccc(C(C)=NNS(=O)(=O)c2ccc(C)cc2)cc1OC | 2% | 24
COC(=O)[C@]12CCCCC=C1N(Cc1ccc3c(c1)OCO3)C(=O)[C@H](CC(=O)N1CCN(C(=O)C3CC3)CC1)C2 | 3% | -32

Later entries:
SMILES | AMA1-RON2 inh | HCMV inh
Cc1ccc(C(=O)OCC(=O)c2ccc(Br)cc2)cc1S(=O)(=O)N1CCOCC1 | -2% | 20
C[C@@H]1CN([C@H](C)CO)S(=O)(=O)c2ccc(C#CC3CCCC3)cc2O[C@H]1CN(C)C(=O)Cc1ccccc1 | -16% | -27
O=C(NCC(F)(F)F)C1C(=O)Nc2ccccc2C(=O)N1C1CCCC1 (stereo not given) | -4% | 5
COc1ccccc1-c1cnc(C(O)c2ccc(C)cc2)[nH]1 (stereo not given) | -12% | -12
CCC(CC)C(C(=O)NCc1ccccc1)N1CCN(c2cccc(C)c2C)CC1 (stereo not given) | 3% | 16
CC1(C(=O)NS(=O)(=O)c2cccc(F)c2)CCN1C(=O)C1(c2ccc(Cl)cc2)CCC1 (stereo not given) | 1% | 2
COc1ccc(C(=O)N(C)Cc2ccc(OC)c(OC)c2OC)cc1S(=O)(=O)N1CCOCC1 | 3% | 6
CCN(CC)CCNc1ccc(Cl)cc1[N+](=O)[O-] | -12% | 15
Cc1ccc2nc(C(C)(C)C)c(Cc3cccc(Cl)c3)n2c1 | -6% | 35
c1ccc2c(c1)nc(N1CCCCCC1)c1nncn12 | 0% | -4
COc1ccc(-n2nnnc2C2(C)CCC(=O)N2Cc2ccccc2)cc1 (stereo not given) | 1% | ?
COc1ccc(-c2cc3nc(C)c(C)c(N4CCN(C(=O)c5ccoc5)CC4)n3n2)cc1 | 3% | 24
O=C(NN1CCCCC1)NN1CCCCC1 | 8% | -35
CC(C)C1C(=O)N(Cc2cn(CCC3OCCO3)nn2)CCS(=O)(=O)N1Cc1ccc(-c2ccc(F)nc2)cc1 (stereo not given) | -7% | 7
O=C1c2cc(O)cc(O)c2C(=O)c2c1cc(O)c([C@@H](CO)CCO)c2O | -29% | 18
O=C(CS(=O)(=O)c1ccccc1)Nc1ccccc1Br | 18% | 23
COc1ccc(F)cc1-c1cc(C(=O)NCc2ccccc2)[nH]n1 | 5% | -16
COc1ccc(NC(=O)CN(C)C(=O)c2ccc3c(c2)CC(c2ccccc2)OC3=O)cc1 (stereo not given) | -8% | 22
CS(=O)(=O)Nc1cccc(NC(=O)c2cccc3c(-c4ccc(F)c(F)c4)coc23)c1 | 22% | 49
CCN1C(=O)[C@H]2[C@@H](c3ccc(C)cc3)N3C(=O)N(c4cccc(Br)c4)C(=O)[C@@]3(C)[C@H]2C1=O | -1% | 32

In the list so far, these have a furan ring, fused or not:
SMILES | AMA1-RON2 inh | HCMV inh
COc1ccc(-c2cc3nc(C)c(C)c(N4CCN(C(=O)c5ccoc5)CC4)n3n2)cc1 | 3% | 24
CS(=O)(=O)Nc1cccc(NC(=O)c2cccc3c(-c4ccc(F)c(F)c4)coc23)c1 | 22% | 49

The results go on.
SMILES | AMA1-RON2 inh | HCMV inh
C[C@@H](c1ccccc1)N1C[C@H](COCc2ccccc2)Oc2cc(N3CC[C@H](O)C3)ccc2S1(=O)=O | -21% | -21
CC(C)C(N)c1csc(Nc2nncc3ccccc23)n1 (stereo not given) | 23% | 49
Cc1c(N)cc2c(c1N)C(C)(C)CC2(C)C | -7% | -3
Cc1occc1C(=O)Nc1ccccc1NC(=O)c1ccoc1C | -13% | 31
Oc1cc(CNCc2ccccc2)c(O)cc1CNCc1ccccc1 | 14% | 26
CCOC(=O)c1cocc1C(=O)O | -28% | 15
O=C(Nc1ccnn1C1CCN(C(=O)c2cccnc2)CC1)c1cccc(F)c1 | -6% | 8
COc1ccc(C(=O)Nc2cccc(NC(C)=O)c2)cc1 | 7% | 50
O=c1[nH]c2ccc([N+](=O)[O-])cc2[nH]1 | 15% | -16
Cc1ccc(Nc2nnc(SCC(O)=C(C#N)c3nc4ccccc4[nH]3)s2)c(C)c1 | 68%[activator] | 8
O=C1CCC[C@@H]2[C@H](Cc3ccccc3)[C@@H](O)C[C@@H]3CCN1[C@@H]32 | -1% | -17
COc1ccc(C(=O)NCCCc2ccccc2)cc1 | 15% | 127
COC(=O)C[C@@H]1C=C[C@H](NC(=O)c2cnccn2)[C@@H](CO)O1 | 3% | -1
COc1ccc(N2C(=O)CC(Sc3nccc(C)n3)C2=O)c(OC)c1 (stereo not given) | 11% | -3
CN(N=C(c1ccccc1)c1ccccc1)c1ccccc1 | ? | -14
COc1ccccc1C(C(C(=O)c1ccccc1)N1CCOCC1)N1CCOCC1 (stereo not given) | 1% | 31
COc1cccc2c(=O)c3c(oc12)CCCC3 | -8% | -10
CCc1ccccc1Oc1nc(NCc2ccccc2)nc2ccsc12 | 0% | -22
O=C(NCCCN1CCOCC1)c1[nH]c(C(F)(F)F)nc1-c1ccccc1 | -7% | 25
COCCNC(=O)C1(C)CCCN(Cc2ccc(-n3ccnc3)cc2)C1 (stereo not given) | -5% | 10

(cont.)
SMILES | AMA1-RON2 inh | HCMV inh
CCN1C(=O)[C@H]2[C@@H](c3ccc(C)cc3)N[C@]3(CCCN(Cc4ccc(C(F)(F)F)cc4)C3=O)[C@H]2C1=O | 13% | -23
O=C(NC1CCCCC1)C(c1cc2ccccc2o1)N1CCOCC1 (stereo not given) | 3% | 5
CCn1c(=O)c2[nH]c(SC)nc2n(CC)c1=O | 3% | -4
CCN(CC)C(=O)c1cccc(-c2csc(C(O)c3cccc(OC)c3)n2)c1 (stereo not given) | 8% | ?
O=P(NCc1ccccc1)(OCc1ccccc1)OCc1ccccc1 | 9% | -7
CC1(C(=O)NS(=O)(=O)c2ccc(Cl)cc2)CCN1C(=O)Cc1ccc(Cl)cc1Cl (stereo not given) | 1% | -14
CCOC(=O)C1=CCN(S(=O)(=O)c2ccccc2C)C1c1cccc(F)c1 (stereo not given) | 16% | -34
O=c1[nH][nH]c2c1[C@@H](c1ccc(F)cc1)O[C@H](CCOCc1ccccc1)C2 | 84%[activator] | 6
CC(=O)NC(c1cccc(F)c1)c1nc(-c2ccc(N(C)C)cc2)cs1 (stereo not given) | -19% | -7
CN(C)c1ccc(C(=O)C=Cc2ccc([N+](=O)[O-])cc2)cc1 | -9% | -19
O=c1[nH][nH]c2c1[C@H](c1ccc(Cl)cc1)O[C@H](C1CCCC1)C2 | 117%[activator] | -6
CCOC(=O)[C@]12CCC=C1N(Cc1ccccc1)C(=O)[C@H](CC(=O)NCc1cccs1)C2 | 3% | -34
Cc1ccc(C(c2nnnn2C2CCCC2)N2CCN(c3nc4ccccc4s3)CC2)cc1 (stereo not given) | -10% | 4
CC(C)CNC(=O)C1(C)CCCCCN1C(=O)c1csnn1 (stereo not given) | -4% | -21
COc1cc(-c2cc3nc(NCCc4ccncc4)ccn3n2)cc(OC)c1OC | -3% | 91
COc1ccc(NC(=O)C2(C)Cc3c(-c4ccc(N(C)C)cc4)ccnc3O2)cc1OC (stereo not given) | 0% | 18
COc1ccccc1CNc1nc(NCc2ccc(NC(C)=O)cc2)c2sccc2n1 | -5% | -8
COc1cc(NC(=O)c2ccc(-c3cnn(C)c3)c3ccoc23)cc(OC)c1OC | 5% | 70
CC(=O)c1sc(NC(=O)CCS(=O)(=O)c2ccc(F)cc2)nc1C | 0% | -23
CCc1nc2ccc(C(=O)N(C)Cc3ccco3)cn2c1N(C)C(=O)Cc1ccccc1 | 0% | 9

Full records, quoted from the list.
Profile of Cc1ccc(C(c2nnnn2C2CCCC2)N2CCN(c3nc4ccccc4s3)CC2)cc1 (stereo not given) = AMA1-RON2 inh = -10%; HCMV inh = 4
Profile of O=c1[nH][nH]c2c1[C@@H](c1ccc(F)cc1)O[C@H](CCOCc1ccccc1)C2 = AMA1-RON2 inh = 84%[activator]; HCMV inh = 6

(cont.)
SMILES | AMA1-RON2 inh | HCMV inh
COC(=O)c1ccc2nc(-c3ccc(C)cc3)c(Cc3ccsc3)n2c1 | 14% | 0
O=[N+]([O-])c1ccc(N2CCOCC2)c2c1no[n+]2[O-] | ? | -101*
COc1ccc(C=O)c(OCc2cn(CC(=O)c3ccc(O)cc3)nn2)c1 | 7% | -5
C=CCNc1nc2cc(-c3cccc(Cl)c3)sc2c(=O)n1C | 0% | 45
Cc1cccc(Nc2c(O)nc[nH]c2=O)c1 | 15% | 7
COc1ccc(F)cc1-c1cc(C(=O)NC2CCCCC2)[nH]n1 | 1% | -10
COCCNC(=O)c1ccc(-c2cn[nH]c2)c2ccoc12 | -1% | 12
Cc1ccccc1-c1cnc(C(O)c2ccc(Cl)cc2)[nH]1 (stereo not given) | -9% | 19
CC(C)c1ccc(CC(=O)N2CCC2(C)C(=O)NS(=O)(=O)c2cccc(OC(F)F)c2)cc1 (stereo not given) | -5% | -16
COC(=O)CCC(=O)Nc1nc(-c2ccccc2)cs1 | -1% | 58
CS(=O)(=O)Nc1ccccc1-c1ccc2nccn2c1 | -5% | 0
COc1ccc(C(=O)N2CCCCC2c2cc(C(=O)Nc3ccc(OC)cc3C)no2)cc1 (stereo not given) | 11% | -17
CC1=C(C(=O)N(C)C)CC(CC(=O)NCc2cccs2)C(=O)N1Cc1ccccc1 (stereo not given) | 0% | 2
N#CC(=C(O)COC(=O)c1ccc2c(c1)OCCO2)c1nc2ccccc2[nH]1 | 73%[activator] | -6
Cn1cc(C(=O)N/N=C/C2=C(N3CCOCC3)C(=C/c3ccc([N+](=O)[O-])cc3)/CC2)ccc1=O | 10% | -17
C[C@H](c1ccccc1)N1C[C@H](COCc2ccccc2)Oc2cc(N3CCC[C@H]3C(N)=O)ccc2S1(=O)=O | -18% | -13
OC(c1ccc(F)c(F)c1)c1ncc(-c2cccc(F)c2)[nH]1 (stereo not given) | -12% | 6
C[C@@H]1CN([C@@H](C)CO)C(=O)c2cc(Br)cnc2O[C@H]1CN(C)C(=O)NC1CCCC1 | 3% | 36
Cc1ccc(Cc2c(-c3ccc(Br)cc3)nc3ccc(Br)cn23)cc1 | 13% | 29
O=C(NCCc1ccccc1)C1CCCN1S(=O)(=O)c1ccc(F)cc1 (stereo not given) | 4% | -22

Later entries:
SMILES | AMA1-RON2 inh | HCMV inh
O=C(NC1CC1)C1=C[C@@H](c2ccc(C(F)(F)F)cc2)C[C@@H](OCc2ccc(CO)cc2)O1 | -12% | -36
O=C(NCC1CCOCC1)c1cccc2c(-c3cccnc3)coc12 | 18% | -27
CN1C[C@H]2CON(C)[C@H]2C[C@H]1c1cccc(Br)c1 | -5% | 23
CCc1nc2ccc(C(=O)N(C)CCN(C)C)cn2c1N(C)CCC(C)C | -2% | 3
CCc1nc2ccc(C(=O)NCc3ccc(OC)cc3)cn2c1N(C)C(=O)Cc1ccccc1 | -1% | -30
CC(Nc1nc(-c2ccc(F)cc2)cs1)c1nc2cc(Cl)c(N3CCCCC3)cc2n1CCOCCO (stereo not given) | 12% | -18
Cc1ccc(C(=O)Nc2cccc(C(O)c3ccccc3)c2)cc1 (stereo not given) | -11% | 17
CN(Cc1cc(Cl)cc(Cl)c1)[C@H]1C[C@H]2c3[nH]c4ccccc4c3CCN2C(=O)[C@H]1CO | -2% | 2
Oc1cccnc1Sc1cccc(C(F)(F)F)c1 | 9% | 11
